MEKK2 WT-MEK5 – raises or lowers MEK5 binding to wildtype human MEKK2 PB1 domain; binding response (% of control), % at 10 µM; actives 1.1% (n = 290,000); bead flow cytometry, Alexa488-MEK5 binding to MEKK2 WT; actives lie on both sides; Q9Y2U5; in the data active means binding response below about 67% or above about 130%
GPR7 antag – blocks human GPR7 receptor signaling. actives 1.1% (n = 290,000). GPR7-expressing cells, fluorescence antagonist assay. inhibition, % at 4.4 µM. AID 1861. P48145; in the data active means inhibition above about 16%, passing the limit was not always enough;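 further: cells stimulated with the agonist NPW; 0% = agonist with vehicle and 100% = vehicle without agonist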
OXTR agonist – human OXTR agonism. AID 2435. actives 0.32% (n = 320,000). activation, % at 3 µM. P30559. CHO-OTR cells, Fluo-8 calcium fluorescence; normalized: DMSO 0%, oxytocin 100%;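 active means activation above the mean of all tested compounds plus 3 SD, cutoff set per screening run, cut at about 20% in these data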;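 further: peak over basal fluorescence ratio from a 100 s FLIPR kinetic read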
V1R ag counter – V1a receptor agonism, counter-screen for OXTR agonists | P37288 | CHO-V1R cells, Fluo-8 calcium fluorescence, agonist mode; 0% DMSO, 100% 3 nM vasopressin | activation, % at 3 µM | actives 0.25% (n = 320,000) | AID 2797;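 active means activation above the mean activation of all tested compounds plus 3 SD, per screening run, cut at about 20% in these data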;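 further: signal is peak over basal fluorescence ratio across a 100 second FLIPR read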
Target sequence (P37288 whole entry, looked up): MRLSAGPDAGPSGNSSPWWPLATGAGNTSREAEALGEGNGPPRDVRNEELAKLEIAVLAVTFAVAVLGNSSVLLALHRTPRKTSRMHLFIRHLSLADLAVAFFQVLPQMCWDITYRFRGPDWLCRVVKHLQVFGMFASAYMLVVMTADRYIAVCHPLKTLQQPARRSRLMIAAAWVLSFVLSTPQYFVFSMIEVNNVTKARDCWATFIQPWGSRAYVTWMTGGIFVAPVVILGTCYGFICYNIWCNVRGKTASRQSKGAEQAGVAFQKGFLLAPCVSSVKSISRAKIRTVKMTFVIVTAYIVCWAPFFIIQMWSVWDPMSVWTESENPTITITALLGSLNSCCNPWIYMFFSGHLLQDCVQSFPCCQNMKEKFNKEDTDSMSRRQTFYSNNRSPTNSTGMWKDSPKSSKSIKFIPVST
GalR3 antag – blocks the human galanin receptor 3; O60755; HEK293 GalR3-CNG cAMP membrane potential fluorescence; galR3 body fused to GalR1 C-terminus; inhibition, % at 3 µM; actives 0.44% (n = 360,000); AID 651719;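 active means inhibition above the screen-wide average plus 3 SD, cut at about 13% in these data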;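 further: forskolin and galanin both at EC90 stimulate the cells; cAMP rise reported by CNG channel membrane potential dye signal; 0% = forskolin plus galanin with DMSO and 100% = forskolin alone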
Target sequence (O60755 1-299 limits assumed): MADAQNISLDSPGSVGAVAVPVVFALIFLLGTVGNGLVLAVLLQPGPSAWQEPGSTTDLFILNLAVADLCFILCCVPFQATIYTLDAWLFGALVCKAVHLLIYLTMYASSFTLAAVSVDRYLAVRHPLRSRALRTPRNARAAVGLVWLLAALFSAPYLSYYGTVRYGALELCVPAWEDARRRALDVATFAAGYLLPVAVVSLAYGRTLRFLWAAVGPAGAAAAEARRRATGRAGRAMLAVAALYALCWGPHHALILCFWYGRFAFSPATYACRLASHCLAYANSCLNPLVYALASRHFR
OXTR potentiator – potentiators of human oxytocin receptor. P30559. CHO-OTR cells, Fluo-8 calcium fluorescence, potentiator mode; 0% = oxytocin EC15, 100% = EC100. activation, % at 3 µM. actives 0.061% (n = 320,000). AID 2445;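 active means activation above that plate's cutoff, the mean activation of tested compounds plus 3 SD, cut at about 6.6% in these data, passing the limit was not always enough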;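 further: 100% uses oxytocin at 75 nM as the full agonist control; some results filed as inactive read as strong as hits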
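Material: CHO-OTR cells, human receptor; compound dosing: single dose, 3.0 µM nominal final compound concentration; schedule: 6 min compound pre-incubation at room temperature, 100 s kinetic read; measured by: kinetic Fluo-8 calcium fluorescence; read-out basis: % activation vs EC15 and EC100 oxytocin; controls: EC15 oxytocin alone as 0%, 75 nM oxytocin as 100%; replicates: singlicate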
NALP1 inh – inhibitors of NALP1 inflammasome in yeast | inhibition, % at 10 µM | AID 2071 | actives 0.61% (n = 280,000) | S. cerevisiae NALP1/ASC/caspase-1 growth, X-gal OD620, 72 h; in the data active means inhibition mostly above about 24%, no sharp cut-off; inactive means mostly below about 32%; further: some compounds called inactive have numbers as strong as hits
MEKK2 mut-MEK5 – signal of MEK5 binding to mutant human MEKK2 PB1 domain; bead flow cytometry, Alexa488-MEK5 binding to MEKK2 mutant; percent response, % at 10 µM; actives 0.35% (n = 290,000); AID 1530; in the data active means percent response above about 24%, passing the limit was not always enough; further: inactives centre near 1; some results filed as inactive read as strong as hits
PfM18AAP inh – blocks P. falciparum M18 aspartyl aminopeptidase; recombinant PfM18AAP, H-Glu-NHMec fluorogenic cleavage; inhibition, % at 7.35 µM; actives 1.2% (n = 290,000); AID 1822;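 active means inhibition above the campaign mean inhibition over all tested compounds plus 3 SD, cut at about 28% in these data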;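 further: 0% = plate median of test compound wells and 100% = 2 mM ZnCl2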
* = called active by the depositor; nt = no result given.

structure	MEKK2 WT-MEK5	GPR7 antag	OXTR agonist	V1R ag counter	GalR3 antag	OXTR potentiator	NALP1 inh	MEKK2 mut-MEK5	PfM18AAP inh
CC1CCCCN1C(=O)Cn1cnc2cc([N+](=O)[O-])ccc2c1=O (stereo not drawn)	105	-8	0.5	-0.5	7	-2	0	-1	2
O=C(CSc1nnc(-c2ccncc2)o1)c1cccc([N+](=O)[O-])c1	94	-4	2.2	1.2	-2	7	-14	-2	-2
O=C(COC(=O)CNC(=O)c1ccccc1F)Nc1ccc2c(c1)OCCO2	109	-2	1.6	3.5	-1	-7	28	21	2
O=C(Cn1c(=O)sc2ccccc21)NCCOc1ccccc1F	113	0	-1.7	0.1	-7	-7	8	4	0
O=C1CCCc2c1[nH]c1c(Br)cccc21	104	-11	1.4	1.0	0	-9	13	5	6
COc1ccccc1CNC(=O)COC(=O)c1cnccn1	87	-16	-0.4	-0.7	-1	-14	6	-13	3
C/C(=N\N=C1\NC(=O)C(CC(=O)O)S1)c1ccccn1 (stereo not drawn)	93	10	-0.7	0.0	-2	4	-9	-8	2
Cc1cccc(NC(=S)NC2CC3CCCC(C2)N3CC(C)C)c1C (stereo not drawn)	98	-14	-0.9	-0.3	-8	-3	-35	3	10
Cc1ccc(S(=O)(=O)N2CCN(C(=O)N3CCOCC3)CC2)cc1C	101	-8	-0.7	1.4	-9	-12	3	0	-8
CC1(C)Cc2cccc(OCC(=O)N3CCN(S(=O)(=O)c4ccccc4)CC3)c2O1	96	-5	-3.0	-0.8	-3	-4	16	0	-8
O=C(/C=C/c1ccc(Cl)cc1Cl)NC(=S)Nc1ccc(CN2CCOCC2)cc1	98	6	-0.4	2.0	0	5	21	-1	-1
C=C(C)CSc1nc2sc3c(c2c(=O)n1C1CCCCC1)CCN(C)C3	96	-7	-0.1	-0.8	-2	-1	3	-9	-8
Cc1cc(C(=O)Nc2sc(C)c(C)c2C#N)no1	109	-7	0.0	1.3	-5	-5	17	10	-2
CC1CCCCN1CC(=O)c1c[nH]c2ccccc12 (stereo not drawn)	97	-8	0.6	1.1	-11	-7	5	-1	1
O=C(O)c1c2c(nc3ccc(S(=O)(=O)N4CCC(C(=O)N5CCCCC5)CC4)cc13)CCCC2	106	-8	0.8	-0.1	2	-5	8	6	7
Cc1cccc2sc(NC(=O)CN3C(=O)NC4(CCCC4)C3=O)nc12	95	-8	0.1	3.6	-1	-4	28	-6	8
CC(=O)c1cccc(NC(=O)NC(C)c2ccncc2)c1 (stereo not drawn)	107	-6	0.0	-1.0	-5	-3	5	8	3
Cc1cccnc1NC(=O)CCCNC(=O)c1ccc(Cl)cc1	nt	nt	-0.3	0.3	-1	-11	nt	nt	nt
CC(=O)c1ccc(OCc2cc(=O)n3ccsc3n2)cc1	92	-8	-0.9	-0.6	-2	-10	6	-2	-4
COc1ccccc1CCNC(=O)/C(=C/c1cccnc1)NC(=O)c1ccccc1	99	-2	-2.0	-1.3	-2	-5	18	-1	-5

Next structures:
structure	MEKK2 WT-MEK5	GPR7 antag	OXTR agonist	V1R ag counter	GalR3 antag	OXTR potentiator	NALP1 inh	MEKK2 mut-MEK5	PfM18AAP inh
Cc1ccc(C(=O)N2CCN(S(=O)(=O)N3CCCCCC3)CC2)cc1	97	-17	1.4	0.9	-9	6	32	-3	-14
COc1cc(C2C(C#N)=C(N)OC3=C2C(=O)CCC3)ccc1OC(=O)N1CCOCC1 (stereo not drawn)	103	-7	1.1	1.8	-2	-4	nt	4	2
Cc1cc2c(cc1C)CSC(c1ccc3ccccc3c1O)SC2	98	-1	-1.0	0.2	-4	-11	8	0	-16
Cc1ccc(S(=O)(=O)N2CCc3ccccc3C2CN2C(=O)c3ccccc3C2=O)cc1 (stereo not drawn)	102	1	-1.2	-0.8	-1	-16	26	3	-10
COc1ccccc1C(CC(N)=O)c1ccco1 (stereo not drawn)	100	-17	-0.6	1.1	-2	-2	6	-2	4
Cc1ccccc1C1CC(c2ccccc2)Nc2ncnn21 (stereo not drawn)	109	6	0.8	1.5	0	5	-38	10	2
Cc1ccc(S(=O)(=O)Nc2cccc(C(=O)N3CCOCC3)c2)cc1	96	7	0.7	-0.2	-7	-11	11	-3	3
Cn1cc(CC(=O)NCCN2CCOCC2)c2ccccc21	108	-4	-1.2	1.1	-4	-5	2	11	-8
C/C(CCC(C)C)=N\NC(=S)Nc1cc(S(=O)(=O)N2CCOCC2)ccc1N1CCOCC1	94	-9	-0.7	-0.5	0	-10	-16	-5	28*
Cc1nonc1C(=O)N/N=C/c1ccc([N+](=O)[O-])o1	103	-4	0.4	-0.2	-5	-10	10	2	16
CCOc1ncccc1C(=O)NCCc1ccc(S(N)(=O)=O)cc1	97	-8	0.2	-0.3	-7	-6	8	-2	-6
O=C(c1ccco1)N1CCN(Cc2ccc(Br)cc2)CC1	104	19	4.0	3.1	-9	-5	5	4	4
Cc1cc(C)nc(SCc2nnc(SCC(=O)Nc3ccc(C)c(C)c3)o2)n1	100	16	0.8	5.2	-2	-10	27	0	-2
COc1ccc(N2CCN(C(C)C(=O)Nc3nnc(C)s3)CC2)cc1 (stereo not drawn)	79	-1	-0.9	0.6	-4	-13	18	-11	-4
O=C(ONC1=NCCCCC1)c1ccc(Cl)cc1	103	6	-0.8	0.4	0	0	23	4	-1
CCCc1cc(=O)[nH]c(Nc2ccc(O)cc2)n1	97	-4	0.6	-0.1	-6	-5	-2	-8	-3
CCN1CCN(c2ccc(NC(=O)COc3ccccc3Cl)cc2)CC1	109	-5	2.8	9.1	-4	-11	-1	5	-2
CCCn1nc2cc(C(=O)NCc3ccc(OC)cc3)ccc2c1OCC	104	7	-2.7	-0.5	1	-9	6	2	-3
COC(=O)c1ccc(COc2cccc3c2CCN(Cc2cccc(C)c2)C3=O)o1	109	22*	3.0	1.8	-7	-4	34	21	2
COC(=O)c1cn(C(=O)c2cc(OC)c(OC)c(OC)c2)c2ccccc12	96	27	-1.3	0.8	-8	-6	-5	-12	10

Grouped by structure, the entries above with a COOH group.
structure	MEKK2 WT-MEK5	GPR7 antag	OXTR agonist	V1R ag counter	GalR3 antag	OXTR potentiator	NALP1 inh	MEKK2 mut-MEK5	PfM18AAP inh
C/C(=N\N=C1\NC(=O)C(CC(=O)O)S1)c1ccccn1 (stereo not drawn)	93	10	-0.7	0.0	-2	4	-9	-8	2
O=C(O)c1c2c(nc3ccc(S(=O)(=O)N4CCC(C(=O)N5CCCCC5)CC4)cc13)CCCC2	106	-8	0.8	-0.1	2	-5	8	6	7

Additional records.
structure	MEKK2 WT-MEK5	GPR7 antag	OXTR agonist	V1R ag counter	GalR3 antag	OXTR potentiator	NALP1 inh	MEKK2 mut-MEK5	PfM18AAP inh
C=CCN(CC=C)C(=O)c1cccc(OC2CCN(CC(C)(C)C)CC2)c1	105	-7	-1.3	-0.1	-6	-12	16	6	-8
Cc1ccc(-n2nc3ccc(N)cc3n2)c(C)c1	103	-18	-1.2	0.2	-8	-12	9	1	-12
Nc1c(N=Nc2ccccc2F)c(=O)[nH]n1-c1ccccc1	106	14	-0.7	-1.7	-1	0	2	3	7
O=C(Nc1ccc(N2C(=O)C3C4C=CC(C4)C3C2=O)cc1)Nc1nncs1 (stereo not drawn)	106	nt	-0.1	0.1	7	-3	nt	3	nt
Cc1cc(Cl)ccc1OCC(=O)NNC(=O)c1ccco1	103	-8	-0.7	4.0	1	-1	21	3	3
COc1ccc(S(=O)(=O)N2CCOCC2)cc1NC(=O)c1cc(C)oc1C	nt	nt	-2.6	-0.2	0	2	nt	nt	nt
O=C1CC(N2CCC(c3nc4ccccc4[nH]3)CC2)C(=O)N1c1ccccc1F (stereo not drawn)	106	-19	-0.1	0.8	-4	1	32*	5	-1
COc1ccc(CCNC(=O)C(=O)NCC2OCCN2C(=O)c2ccc(Cl)cc2)cc1 (stereo not drawn)	104	-16	1.1	2.3	0	-2	7	8	0
CC1(C)C2CCC(C2)C1(C)NC(=O)C[N+](C)(C)C (stereo not drawn)	101	-10	-0.1	0.4	-7	-7	1	0	4
CNCCCOc1ccc(C)cc1OC	97	-8	0.0	1.1	-7	6	15	0	-3
CC(C)(O)[C@@H]1[C@@H]2C[C@@]3(CC[C@]4(C)C(CCC5[C@@]6(C)CC[C@H](O)C(C)(C)C6CC[C@]54C)[C@@H]13)C(=O)O2 (stereo partly drawn)	99	nt	0.0	-0.2	nt	-2	nt	3	nt
FC(F)(F)c1ccccc1NC1=NCCC1	93	0	0.4	1.0	-4	-15	-11	-6	3
COc1cc(C2C(C#N)=C(N)OC3=C2C(=O)CC(C)(C)C3)c([N+](=O)[O-])cc1OC (stereo not drawn)	nt	-10	6.4	8.0	-3	-15	-6	nt	21
Nc1cc(Cl)ccc1C(=O)OCC(=O)NC1CCCCC1	84	0	-2.6	-0.5	-2	-16	19	-9	0
CCOCCc1nnc(NC(=O)C(CC)c2ccccc2)s1 (stereo not drawn)	102	-2	1.1	1.7	-6	-8	-1	7	-10
Cc1csc(NC(=O)CCC(=O)N(CC(=O)NC2CCCC2)Cc2ccco2)n1	101	-4	1.0	1.2	0	-12	11	5	6
CCOC(=O)CSc1ccc2nnc(-c3ccncc3)n2n1	109	-5	0.6	0.6	1	0	16	14	0
CCn1cc(CN2CCC(n3nccc3NC(=O)CCOc3ccccc3)CC2)cn1	111	-13	0.1	0.3	5	-11	9	8	-1
CN(CC(=O)Nc1ccc(Cl)c(C(F)(F)F)c1)C(=O)Cc1c[nH]c2ccccc12	nt	nt	1.1	1.9	-1	-8	nt	nt	nt

Screening results as filed in PubChem.
